ATXN2 expr inh: inhibitors of ATXN2 expression; HEK-293 ATXN2-luciferase reporter, luminescence, 24 h; Potency, µM (top dose mostly 57 µM), for inactives: at the top dose activity change, negative = inhibition, most hits filed as inhibitors; actives 0.72% (n = 360,000); AID 1745845; further: potency means the concentration at half of the fitted maximal effect; on the % scale 0 is the no-effect control and ±100 the full control effect; nearly all actives have a fitted effect of over 55% in size
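qHTS (up to 57 uM final) was run with 24 h compound exposure of reporter cells at 37 °C. Each well was multiplexed: SteadyGlo luminescence measured ATXN2-luciferase expression after a fluorogenic Gly-Phe-AFC viability readout (25 uM final).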
HepG2 tox: counter-screen for TGF-b inhibitors: cytotoxicity in HepG2 cells. Potency, µM (highest dose often 46.1 µM), inactives show at the highest dose activity change, negative = cytotoxicity, actives largely listed as cytotoxic. HepG2 CAGA-GFP viability, ATP luminescence, 18 h. AID 588856. actives 0.76% (n = 410,000); further: potency means the concentration at half of the fitted maximal effect; some results filed as inactive show a strong effect at the top dose
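CellTiter-Glo luminescence gave cytotoxicity after 18 hours at 37 degrees C. The cells were HepG2 CAGA-GFP in 1% FBS DMEM, stimulated with 500 pg/mL TGF-beta after compound addition. %Activity was normalised to no-cell wells (complete cell-killing) and DMSO (no toxicity), and curves were fitted and classified.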
ATXN viability: cell viability loss in ATXN counter-screen. S2 cells (HEK-293 line with an ATXN2-luciferase reporter) viability, CellTiter-Fluor protease fluorescence, 24 h. Potency, µM (highest dose often 56.7 µM), actives largely listed as cytotoxic. actives 0.49% (n = 400,000). AID 651635; further: potency means the concentration at half of the fitted maximal effect; nearly all actives have a fitted effect of over 40% in size
IL-1B inflam inh: inflammasome signaling inhibition, IL-1 beta readout. THP-1 LPS/ATP IL-1B secretion, AlphaLISA, 16 h; hits give low values. activity change, % at 57.5 µM. actives 4.7% (n = 360,000). AID 743279; in the data active means activity change below about -50%; inconclusive means mostly about -30% to -49%; further: on the % scale 0 is the no-effect control and ±100 the full control effect
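THP-1 cells pretreated 1 hr with compounds (up to 57.5 uM final), then stimulated with LPS (250 ng/mL final) plus ATP (1.25 mM final); secreted IL-1B measured by AlphaLISA after 16 hr, decreased signal indicating inhibition.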
HT1080-NT tox: kills 2HG-producing HT-1080-NT fibrosarcoma cells | HT-1080-NT fibrosarcoma viability, CellTiter-Glo ATP luminescence, 48 h | Potency, µM (doses to about 46.1 µM), for the others: at the top dose activity, negative = less viability, most hits filed as cytotoxic | actives 1.6% (n = 360,000);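 further: NT is the 2HG producing partner of a matched IDH1 knockdown line; potency means the concentration at half of the fitted maximal effect; 0% = DMSO-treated cells and -100% = media-only wells without cells; nearly all actives have a fitted effect of over 55% in size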
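Viability of the 2HG-overproducing fibrosarcoma line after 48 hours of compound exposure at 37 degrees C was determined by luminescence with CellTiter-Glo, and concentration-effect curves were then fitted and categorized.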
SW480 rerep: inducers of DNA re-replication in SW480 colon cancer cells; Potency, µM (series often up to 46.1 µM), without a hit: at the highest dose re-replication activation, usual class: activators; SW480 DNA re-replication, Hoechst DNA content imaging, 48 h; AID 624297; actives 1.8% (n = 340,000); further: potency means the concentration at half of the fitted maximal effect; % of control where 0% means no effect; nearly all actives have a fitted effect of over 55% in size
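Quantitative HTS format with DMSO vehicle controls; 48 hr drug incubation at 37 C, then 40 min Hoechst staining and scanning imager measurement at 405 nm excitation.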
KB-3-1 cytotox: kills parental KB-3-1 adenocarcinoma cells. KB-3-1 viability, CellTiter-Glo ATP luminescence, 72 h. Potency, µM (top dose mostly 46.1 µM), inactives show at the highest dose activity change, negative = cytotoxic, actives largely listed as cytotoxic. actives 1.4% (n = 400,000); further: potency means the concentration at half of the fitted maximal effect; on the % scale 0 is the no-effect control and ±100 the full control effect; nearly all actives have a fitted effect of over 60% in size
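Viability of parental KB-3-1 cells, measured by CellTiter-Glo luminescence, followed a 72 h incubation at 37 °C with pinned compounds in phenol-red-free DMEM containing 10% FBS.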
MCF10A rereplic: inducers of DNA re-replication in MCF 10A breast cells. actives 2.9% (n = 350,000). Potency, µM (doses to about 46.1 µM), without a hit: top-dose activity, positive = re-replication, usual class: activators. MCF 10A DNA re-replication, Hoechst nuclear intensity, 48 h; further: potency means the concentration at half of the fitted maximal effect; % of control where 0% means no effect; nearly all actives have a fitted effect of over 50% in size
HT1080 IDH1KD tx: toxicity to HT-1080 IDH1 knockdown cells (counter line); HT-1080 IDH1 knockdown viability, ATP luminescence, 48 h; Potency, µM (titrated, usually from 46.1 µM), inactives show at the top dose activity, negative = toxicity, most hits filed as cytotoxic; actives 2% (n = 360,000); AID 686971;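 further: potency means the concentration at half of the fitted maximal effect; 0% = DMSO wells and -100% = cell-free medium wells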
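Luminescent ATP read-out (CellTiter-Glo, 10 min at room temperature) after 48 h compound exposure at 37 °C gave viability of IDH1-knockdown HT-1080 cells. Activity was normalised to DMSO and cell-free wells, then fitted as concentration-response curves.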
Starred values were filed as active, the others as inactive; i = inactive; ? = inconclusive; nt = no result given. Unless noted, the call rests on the fitted dose curve; in most records, active means well fitted curve in the direction sought with a large enough effect; inconclusive means small, poorly fitted or top-dose-only effect, or another doubt; inactive means no such curve, though single readings can be large; an effect the other way counts as inactive or inconclusive.

The line under a structure holds: ATXN2 expr inh	HepG2 tox	ATXN viability	IL-1B inflam inh	HT1080-NT tox	SW480 rerep	KB-3-1 cytotox	MCF10A rereplic	HT1080 IDH1KD tx
[1] O=C(CCCN1C(=O)/C(=C\c2cccs2)SC1=S)Nc1cc([N+](=O)[O-])ccc1O
→ -7%	-3%	i	0	0%	2%	15%	13%	-6%
[2] COc1ccc(-c2nc3sc(CCNC(=O)c4ccc(C(C)(C)C)cc4)c(C)n3n2)cc1
→ 29%	-21%	i	nt	nt	nt	-3%	nt	nt
[3] COc1ccc(OC)c(NC(=O)CCS(=O)(=O)c2cc3c(cc2C)NC(=O)CO3)c1
→ 5%	2%	i	38	12%	-34%	19%	0%	9%
[4] COC(=O)c1ccc(N(CC(=O)NC2CCCC2)C(=O)CNC(=O)c2ccco2)cc1
→ -22%	7%	i	16	-1%	1%	8%	3%	16%
[5] COC(=O)Cc1sc(-c2ccccn2)nc1-c1ccccc1
→ nt	3%	i	25	15%	-3%	?	-2%	1%
[6] N/C(=N\N=C\c1ccc2c(c1)OCO2)SC1CC(=O)N(c2ccc(C(=O)O)cc2)C1=O (configuration not stated)
→ 2%	-8%	i	8	7%	-3%	14%	-2%	2%
[7] CN1CCN(C(=O)Cn2c(-c3cccs3)cc3cc(Cl)ccc32)CC1
→ ?	-26%	?	nt	nt	nt	0%	nt	nt
[8] COc1cc(CNCCc2ccc(S(N)(=O)=O)cc2)ccc1OCC(=O)NC1CCCCC1
→ -5%	-23%	?	-1	7%	-1%	?	?	5%
[9] COc1cc2c(cc1OC)CC(C(=O)NCc1ccccc1)NC2 (configuration not stated)
→ 7%	2%	i	4	-2%	-6%	-1%	3%	7%
[10] COc1ccc(C)cc1S(=O)(=O)n1cnc(C)c1
→ 0%	10%	i	14	2%	-24%	6%	-2%	0%
[11] CCc1nc(SCC(=O)Nc2cc(C)on2)c2c(=O)n(C)c(=O)n(C)c2n1
→ -3%	1%	i	7	-4%	-8%	3%	7%	2%
[12] CN(C)c1nc(Oc2ccc(=O)n(-c3ccccc3)n2)nc(N2CCOCC2)n1
→ 2%	-4%	i	2	-4%	0%	1%	10%	-8%
[13] CCCCN(CC)C(=O)Cn1cnc2sc(C)c(S(=O)(=O)N3CCC(C)CC3)c2c1=O
→ -10%	-18%	i	-6	-15%	-28%	-17%	-1%	-13%
[14] O=C(O)C1CCCCC1C(=O)Nc1cccc(Br)c1 (configuration not stated)
→ 4%	25%	i	39	8%	-3%	21%	-9%	9%

Molecules from the list above that contain nitrogen in an aromatic ring, in the order listed:
The line under a structure holds: ATXN2 expr inh	HepG2 tox	ATXN viability	IL-1B inflam inh	HT1080-NT tox	SW480 rerep	KB-3-1 cytotox	MCF10A rereplic	HT1080 IDH1KD tx
[2] COc1ccc(-c2nc3sc(CCNC(=O)c4ccc(C(C)(C)C)cc4)c(C)n3n2)cc1
→ 29%	-21%	i	nt	nt	nt	-3%	nt	nt
[5] COC(=O)Cc1sc(-c2ccccn2)nc1-c1ccccc1
→ nt	3%	i	25	15%	-3%	?	-2%	1%
[7] CN1CCN(C(=O)Cn2c(-c3cccs3)cc3cc(Cl)ccc32)CC1
→ ?	-26%	?	nt	nt	nt	0%	nt	nt
[10] COc1ccc(C)cc1S(=O)(=O)n1cnc(C)c1
→ 0%	10%	i	14	2%	-24%	6%	-2%	0%
[11] CCc1nc(SCC(=O)Nc2cc(C)on2)c2c(=O)n(C)c(=O)n(C)c2n1
→ -3%	1%	i	7	-4%	-8%	3%	7%	2%
[12] CN(C)c1nc(Oc2ccc(=O)n(-c3ccccc3)n2)nc(N2CCOCC2)n1
→ 2%	-4%	i	2	-4%	0%	1%	10%	-8%
[13] CCCCN(CC)C(=O)Cn1cnc2sc(C)c(S(=O)(=O)N3CCC(C)CC3)c2c1=O
→ -10%	-18%	i	-6	-15%	-28%	-17%	-1%	-13%

From no. 10 as far as 11, as listed above:
The line under a structure holds: ATXN2 expr inh	HepG2 tox	ATXN viability	IL-1B inflam inh	HT1080-NT tox	SW480 rerep	KB-3-1 cytotox	MCF10A rereplic	HT1080 IDH1KD tx
[10] COc1ccc(C)cc1S(=O)(=O)n1cnc(C)c1
→ 0%	10%	i	14	2%	-24%	6%	-2%	0%
[11] CCc1nc(SCC(=O)Nc2cc(C)on2)c2c(=O)n(C)c(=O)n(C)c2n1
→ -3%	1%	i	7	-4%	-8%	3%	7%	2%
